High-throughput results from PubChem BioAssay.
Cl transport mod – KCC2 cotransporter modulators, thallium flux, primary screen, cell-based, HEK293 KCC2, FluoZin-2 fluorescence, MLSMR; KCC2 cells, thallium flux FluoZin-2 fluorescence; B-score of Tl+ flux slope (higher = more flux/activation; lower = inhibition) at 10 µM; 190,000 compounds, 2.2% hits; AID 1456, 2008;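 active means thallium flux slope and its plate-corrected score both differing from the plate sample mean at a set confidence after two filtering rounds, in either direction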;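 further: slope of fluorescence scaled to starting intensity during 10 to 20 s after thallium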
KLK5 inh – human KLK5 protease inhibitors, primary screen, biochemical, 1536-well | 210,000 compounds, 0.59% hits | inhibition, % at 5 µM | Kallikrein-5 (Homo sapiens), Q9Y337 | recombinant hK5, fluorogenic AMC substrate cleavage;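 active means inhibition of 40% or more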;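 further: 0% = enzyme controls without compound and 100% = no-enzyme blanks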
Target sequence (Q9Y337 67-293 limits assumed): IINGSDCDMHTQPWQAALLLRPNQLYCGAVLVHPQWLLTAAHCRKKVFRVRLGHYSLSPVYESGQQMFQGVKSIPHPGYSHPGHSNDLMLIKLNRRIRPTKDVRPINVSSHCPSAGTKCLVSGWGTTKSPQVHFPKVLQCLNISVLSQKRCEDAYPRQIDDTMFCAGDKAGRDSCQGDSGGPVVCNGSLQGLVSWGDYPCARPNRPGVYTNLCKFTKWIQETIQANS
PERK inhibitor – block of dimerizer-induced PERK translation repression, primary screen, PERK inhibitor project, CHO PERK-DD cells, SEAP luminescence, HTS. CHO PERK-DD fusion, SEAP luminescence translation reporter. 220,000 compounds, 0.17% hits. inhibition, % at 5.6 µM;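 active means inhibition above the mean inhibition of all tested compounds plus 3 SD, set separately per screening campaign, cut at about 2.9% in these data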;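 further: PERK kinase domain activated by AP20187 dimerizer at 100 nM; 0% = DMSO with dimerizer and 100% = rapamycin at 8.4 µM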
Rad51 HR inh – human RAD51 strand exchange inhibitors, primary screen, biochemical, fluorescence | DNA repair protein RAD51 homolog 1 (Homo sapiens), Q06609 | hRad51 DNA strand exchange, fluorescence dequenching | inhibition, % at 10 µM | 200,000 compounds, 0.085% hits;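 active means inhibition above 40% at the single screening dose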;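 further: 0% = DMSO control wells and 100% = blanks with heterologous ssDNA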
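Read-out basis: percent inhibition relative to plate controls and blanks / Assay system: human Rad51 nucleoprotein filaments preassembled on unlabelled ssDNA / Timing: filaments 15 min 37 °C, then compound 30 min / Control set: per-plate controls and blanks / Technique: fluorescence dequenching at 485/520 nm / Compound: 10 µM final, single point / Also added: Fluorescein- and BHQ1-tagged 47-mer duplex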
FXIIa inh – human FXIIa protease inhibitors, primary screen, biochemical, 1536-well | AID 800, 2007 | Coagulation factor XII (Homo sapiens), P00748 | purified FXIIa, Boc-QGR-AMC fluorogenic substrate, 2 h | 220,000 compounds, 0.3% hits | inhibition, % at 5 µM; in the data active means inhibition above about 40%;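 further: 0% = enzyme with no compound and 100% = blank without enzyme; many of its hits are not listed in these tables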
Target sequence (P00748 20-372 limits assumed): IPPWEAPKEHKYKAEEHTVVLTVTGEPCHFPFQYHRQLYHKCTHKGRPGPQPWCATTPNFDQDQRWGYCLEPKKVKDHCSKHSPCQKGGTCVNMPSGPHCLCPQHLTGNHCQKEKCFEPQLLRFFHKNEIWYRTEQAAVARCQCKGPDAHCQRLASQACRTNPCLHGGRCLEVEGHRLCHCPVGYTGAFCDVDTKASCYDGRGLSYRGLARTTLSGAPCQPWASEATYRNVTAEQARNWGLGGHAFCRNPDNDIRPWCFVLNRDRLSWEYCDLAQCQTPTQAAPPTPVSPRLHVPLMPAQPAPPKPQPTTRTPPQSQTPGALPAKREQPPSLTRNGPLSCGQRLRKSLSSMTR
Target sequence (P00748 373-615 limits assumed): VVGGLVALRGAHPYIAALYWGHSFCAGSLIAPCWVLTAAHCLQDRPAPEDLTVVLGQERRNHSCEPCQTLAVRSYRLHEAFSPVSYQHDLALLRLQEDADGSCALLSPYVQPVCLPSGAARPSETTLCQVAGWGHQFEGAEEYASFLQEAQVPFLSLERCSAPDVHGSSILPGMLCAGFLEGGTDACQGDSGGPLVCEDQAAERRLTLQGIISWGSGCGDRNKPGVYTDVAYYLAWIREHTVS
Thrombin inh – human alpha-thrombin inhibitors, primary screen, counter-screen for coagulation protease inhibitor project, biochemical, 1536-well, fluorogenic AMC substrate; Prothrombin (Homo sapiens), P00734; Boc-VPR-AMC fluorogenic substrate cleavage; inhibition, % at 5 µM; 220,000 compounds, 0.26% hits;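 active means inhibition at or above 40%; inactive means inhibition below 40%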;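 further: 0% = enzyme with no compound and 100% = wells without enzyme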
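System: human alpha-thrombin protein; Compound dosing: one concentration per compound, 5 µM, with 0.2% DMSO; Timing: reaction at room temperature; Technique: AMC fluorescence, 355/460 nm; Controls: enzyme without compound as high, wells lacking enzyme as low.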
Furin inhibitor – human furin inhibitors, primary screen, biochemical, fluorescence intensity | P09958 | purified furin, fluorogenic substrate cleavage | inhibition, % at 30 µM | 220,000 compounds, 0.061% hits | AID 463115, 2010; in the data active means inhibition above about 25%; further: inactives centre near -15
m-calpain inh – inhibitors of pig calpain II, primary screen, biochemical, fluorogenic peptide substrate, 1536-well; purified calpain II, 30 min; 220,000 compounds, 0.37% hits; inhibition, % at 16 µM;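 active means inhibition above about 50%, limit read from the data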
FXIa inh 1536 – human FXIa protease inhibitors, primary screen, biochemical, 1536-well; purified FXIa, Boc-Glu-Ala-Arg-AMC fluorogenic substrate; inhibition, % at 5 µM; 220,000 compounds, 0.14% hits; AID 798, 2007;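 active means inhibition of at least 40%; inactive means inhibition below 40%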;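 further: fluorescence of freed AMC excited at 355 nm; 0% = enzyme without compound and 100% = no enzyme blank; many of its hits are not listed in these tables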
Numbers without * were called inactive; i = inactive; nt = not tested or not shown; [ ] = remark or other dose. These rows are one share of the data, so the mix of outcomes need not match the whole.

SMILES	Cl transport mod	KLK5 inh	PERK inhibitor	Rad51 HR inh	FXIIa inh	Thrombin inh	Furin inhibitor	m-calpain inh	FXIa inh 1536
COc1ccccc1OCCSc1nc(N)cc(N)n1	-0.39	-9	-0.9	13	12	-6	-16[20 µM]	-14	5
Cc1cc(NC(=O)CSc2nnc(COc3ccccc3)n2Cc2ccco2)no1	nt	-5	-0.1	-5	4	6	-7	28	-6
Cc1cc(C)c(C)c(OCC(=O)N2CCCCCC2)c1	nt	28	-1.1	-2	1	6	-16[20 µM]	14	8
NS(=O)(=O)c1ccc(CCNc2nc3c(-c4cccc(F)c4)nnn3c3ccccc23)cc1	1	-15	0.3	-8	-1	-9	-25	-53	1
Cn1nc(C(C)(C)C)cc1C(=O)NCc1cc(F)cc2c1OCOC2	0.82	-1	-1.4	11	6	1	-8	-8	-1
CC(=O)NC1C(Oc2ccccc2C)OC2COC(c3ccco3)OC2C1O (stereo unspecified)	0.18	-8	1.3	-4	8	-17	-18	-6	5
COCCn1c(CCC(=O)O)nc2c1c(=O)[nH]c(=O)n2CC(C)C	nt	-18	1.2	0	3	3	9	33	0
Cc1ccc(S(=O)(=O)N/N=C2\C(=O)C3(C)CCC2C3(C)C)cc1 (stereo unspecified)	0.4	15	0.5	7	2	-12	-14	28	-4
Cc1cccc(/C=C/C(=O)c2cc(Br)ccc(=O)c2O)c1	11*	-42	0.2	-2	8	-1	-8[20 µM]	-28	1
CCn1c(SCC(=O)c2ccccc2)nc2sc3c(c2c1=O)CCN(C)C3	-0.5	4	-1.7	-25	12	3	-8	-15	3
CCc1ccccc1NC(=S)N(CCN1CCCCCC1)Cc1ccco1	-0.23	-5	1.0	17	9	-12	-16	-24	-3
COc1ccccc1NC(=S)N(CCCN1CCOCC1)Cc1cn(C)c2ccccc12	-1.5	-6	-0.9	7	12	-1	-23	-22	2
CNc1nc(Oc2ccc(C(=O)OC)cc2)nc(SC)n1	0.91	-9	0.3	-2	8	-1	-10[20 µM]	10	-8
O=S(=O)(c1cccc(Cl)c1Cl)N1CCN(C(=S)NCCCN2CCOCC2)CC1	-0.038	-1	1.1	0	11	2	-14	-23	-1
CCCOc1ccc(S(=O)(=O)N2CCCC2)cc1[N+](=O)[O-]	0.15	3	0.8	nt	9	1	-25	-13	2

Entries of single compounds, quoted from the list. Screens in order: Cl transport mod, KLK5 inh, PERK inhibitor, Rad51 HR inh, FXIIa inh, Thrombin inh, Furin inhibitor, m-calpain inh, FXIa inh 1536
`Cc1cc(NC(=O)CSc2nnc(COc3ccccc3)n2Cc2ccco2)no1` reads nt, -5, -0.1, -5, 4, 6, -7, 28, -6
`CCc1ccccc1NC(=S)N(CCN1CCCCCC1)Cc1ccco1` reads -0.23, -5, 1.0, 17, 9, -12, -16, -24, -3
`CNc1nc(Oc2ccc(C(=O)OC)cc2)nc(SC)n1` reads 0.91, -9, 0.3, -2, 8, -1, -10[20 µM], 10, -8
`Cn1nc(C(C)(C)C)cc1C(=O)NCc1cc(F)cc2c1OCOC2` reads 0.82, -1, -1.4, 11, 6, 1, -8, -8, -1
`COc1ccccc1NC(=S)N(CCCN1CCOCC1)Cc1cn(C)c2ccccc12` reads -1.5, -6, -0.9, 7, 12, -1, -23, -22, 2

More compounds:
SMILES	Cl transport mod	KLK5 inh	PERK inhibitor	Rad51 HR inh	FXIIa inh	Thrombin inh	Furin inhibitor	m-calpain inh	FXIa inh 1536
CCOC(=O)c1cnc(SC2CC(=O)N(c3cccc(OC)c3)C2=O)nc1N (stereo unspecified)	-0.0021	-12	1.4	6	15	0	-27	-3	2
CC(C)Cn1c(-c2ccco2)nc2c(c(=O)c3ccccc3n2C)c1=O	-2.7	4	-0.6	nt	-3	7	-6	-65	7
CC(=O)Cc1nsc(NC(=O)c2ccco2)n1	-0.33	2	0.6	5	10	-1	-2[20 µM]	15	-2
CC(C(=O)c1ccccc1)n1cnc2ccccc2c1=O (stereo unspecified)	0.97	5	0.4	-13	-2	-5	-19[20 µM]	22	-6
CCOC(=O)/C=C/c1cnn(-c2ccccc2)c1	-0.71	-7	1.0	nt	12	-4	-15	-8	5
Cc1c(NC(=O)c2ccc(F)cc2)c(=O)n(-c2ccccc2)n1C	0.83	-11	1.9	0	8	-11	0	-10	-4
CSc1ccc(NC(=O)Nc2cccn(Cc3ccccc3F)c2=O)cc1	-1.6	-8	0.0	10	3	-15	-33	-55	-4
Cc1cc(Nc2ccc(Br)cc2)n2nc(C)nc2n1	-0.37	8	-0.5	-6	10	6	-21	16	4
COc1ccc(Cl)cc1NC(=O)CN(c1ccccc1)S(=O)(=O)N(C)C	-0.087	-11	-1.1	-8	18	-1	-12[20 µM]	-2	3
CSc1cccc(NS(=O)(=O)c2ccccc2)c1	-0.86	3	1.5	4	7	-9	-28[20 µM]	-3	-1
O=C(NCc1ccco1)c1cc2ccc(O)cc2oc1=O	nt	i	0.6	5	-73	-36	18[20 µM]	i	-36
O=C(/C(=N\O)n1cncn1)c1ccc(Br)cc1Br	0.27	-13	0.4	nt	10	2	-15	-7	17
Cc1cc(C(=O)CSc2nnnn2C)c(C)n1-c1ccc2c(c1)OCCO2	0.81	-5	-0.6	-8	0	-4	-9	24	-11
Cc1ccc(OCCN2C(=O)C(=O)c3cc(C)ccc32)cc1	0.48	6	0.6	2	10	-3	-28	44	1
O=C(Nn1c(SCc2ccc([N+](=O)[O-])cc2)nc2ccccc2c1=O)c1ccc(F)cc1	0.097	-9	-0.6	11	10	-5	-24	-60	9
CCCCC(=O)Nc1ccccc1C(C)C	-0.85	3	0.9	4	9	-5	-32	-37	-3
COc1ccc(CN2C(=O)NC3(CCCCCC3)C2=O)cc1F	nt	-11	nt	-8	7	-2	nt	27	3
CCc1cccc(CC)c1NC(=S)NCC(c1cccnc1)N(C)C (stereo unspecified)	0.4	0	-0.2	20	7	-5	-18	-17	-5
C(=N\Nc1nc(N2CCOCC2)nc(N2CCOCC2)n1)/c1ccncc1	1.8	-11	0.8	-3	24	-3	12	-11	11
COc1ccccc1-c1cc(C(=O)N2CCCCC2)no1	-0.98	-19	0.1	0	12	-3	-14	0	1
COC(=O)c1nn(-c2ccccc2)nc1-c1nn(-c2ccccc2)nc1C(=O)OC	0.15	-4	-0.2	6	-12	-18	-17[20 µM]	-49	-7
NC(=O)C1CCCN(S(=O)(=O)c2ccccc2)C1 (stereo unspecified)	1.2	0	1.0	-4	7	-4	-25[20 µM]	-12	-5
CC1CCCN(C(=O)c2ccc3c(=O)n(Cc4ccc5c(c4)OCO5)c(=S)[nH]c3c2)C1 (stereo unspecified)	2.9	0	0.7	2	13	-19	-19[20 µM]	-91	16
Cc1cc(C)cc(OCc2ccc(C(=O)NC3CCOC3=O)o2)c1 (stereo unspecified)	-0.43	-13	1.2	27	6	3	-36	10	-4
CCCN1CCN(CCCNC(=O)C2CCCN(c3nc4ccc(OCC)cc4s3)C2)CC1 (stereo unspecified)	-0.021	-4	-0.2	-3	-8	-8	-28[20 µM]	-12	-8
COc1cccc(OC)c1-c1nn(-c2ncc(C(F)(F)F)cc2Cl)c(=O)o1	-0.073	1	-0.5	15	6	-5	-14	-13	0
Cn1ccc(-c2ccccc2)n1	0.89	-3	0.5	2	5	nt	-12	-12	1
CN1CCN(/N=C/c2nc(-c3cccc([N+](=O)[O-])c3)n3ccccc23)CC1	0.77	-6	0.0	0	5	-14	16	16	-3
Cc1ccc(S(=O)(=O)NC(=O)c2cc(C)n(-c3ccccc3)c2C)cc1	0.72	-1	1.2	6	16	-8	-17	8	7
COc1ccc(C(CCNC(C)c2ccccc2)C(C)C)cc1 (stereo unspecified)	-0.89	1	1.6	17	11	2	-17	-1	5
CCOc1ccccc1-n1c(COc2ccccc2)nnc1SCC(N)=O	0.0025	4	1.0	-3	22	3	-3	-21	9
O=[N+]([O-])c1cc(S(=O)(=O)Nc2ccccc2)ccc1-n1nnc2ccccc21	-2.6	-4	1.1	1	15	1	-21[20 µM]	14	1
CCCCSc1nnc(-c2c[nH]c3ccccc23)n1C	nt	3	1.3	2	-2	-9	-19	10	-7
Nc1nnnn1NCc1cccc(OCc2ccccc2)c1	-0.67	-6	1.0	0	9	-2	-32[20 µM]	-6	4
CCNC(=O)NC(=O)CSc1nc2ccccc2n1CC(C)C	0.64	4	-0.7	14	1	-4	5[20 µM]	3	-5
CC(c1ccccc1)N1CCN(C(=O)CCl)CC1 (stereo unspecified)	-0.087	1	0.9	6	nt	-5	-30	-23	-2
Cc1ccc(-n2nc(C)c3c2OC(N)=C(C#N)C3c2ccc(C)o2)cc1 (stereo unspecified)	nt	-2	1.0	-12	14	6	-6[20 µM]	14	7
COc1cc(Nc2ccc(C(=O)O)cc2[N+](=O)[O-])cc(OC)c1	-0.56	-16	-0.3	nt	4	-2	-3	28	-9
Nc1cc(=O)[nH]c(SCCNS(=O)(=O)c2ccccc2)n1	nt	0	2.7	-10	14	3	-26	-11	-1
COc1cccc(OC)c1C(=O)n1nc(C)cc1C	nt	27	0.8	2	17	12	-5[20 µM]	6	10
CCOc1ccc(C2c3[nH]c4ccccc4c3CCN2CCCn2cccn2)cc1 (stereo unspecified)	nt	nt	1.2	nt	11	4	-22	-41	1
CCn1c(SCC(=O)Nc2ccc3c(c2)OCCO3)nnc1-c1cccs1	-0.07	-2	0.1	nt	3	-3	-1[20 µM]	5	-5
O=C(O)CNS(=O)(=O)c1ccc(F)cc1	nt	-19	1.5	-8	-11	-2	1[20 µM]	4	3
COc1ccc(OCC(O)CN2CCN(Cc3ccc4c(c3)OCO4)CC2)cc1 (stereo unspecified)	0.37	-22	-0.6	0	11	-4	-5	-22	3
CCSc1ncc(Cl)c(C(=O)Nc2ccc(S(=O)(=O)Nc3onc(C)c3C)cc2)n1	-0.0084	0	0.8	nt	10	4	-21[20 µM]	6	-1
C=CCSc1nc(C)c(CC=C)c(=O)[nH]1	-0.44	2	0.5	-4	53*	0	-17[20 µM]	30	30
Cc1cc(-c2nnc(-c3cc4ccccc4oc3=O)o2)c(C)n1-c1ccccc1	0.89	15	-0.9	1	10	-3	-3	-113	-1
O=C(COC(=O)c1ccc[nH]c1=O)NCC1CCCO1 (stereo unspecified)	0.062	-22	1.1	-5	16	2	30*[20 µM]	-3	3
Cc1ncsc1CCOC(=O)C12CC3CC(CC(C3)C1)C2	nt	-5	-1.2	-4	20	5	-18[20 µM]	67*	6
Fc1ccc(-n2c(CN3CCCCC3)n[nH]c2=S)cc1	-0.01	1	0.4	10	4	-9	-12	18	2
COc1ccc(OC)c(-n2c(SC)nnc2-c2c[nH]c3ccccc23)c1	nt	3	0.2	-4	12	-3	-24	6	6
O=C(CCl)Nc1ccccc1C(=O)Nc1ccc2c(c1)OCO2	-0.13	42*	0.6	-18	25	16	0	23	28
CCCc1ccc(Oc2c(-c3ccc(O)c(C)c3O)n[nH]c2C)cc1	0.00072	10	0.1	-6	3	-4	-3	36	-6
